# Screening data from PubChem.
# 12-LOX inh = ALOX12 (human) lipoxygenase inhibition; AID 1671190; 580,000 tested, 1.1% active; Potency, µM (doses to about 108 µM), for inactives: at the highest dose activity change, negative = inhibition, most hits filed as inhibitors; purified 12hLO, xylenol orange hydroperoxide absorbance; P18054; active = well fitted inhibition curve with a large enough effect; inconclusive = small, poorly fitted or top-dose-only effect, or another doubt; inactive = no such curve, though single readings can be large or run the other way
# Target sequence (P18054 whole entry, looked up): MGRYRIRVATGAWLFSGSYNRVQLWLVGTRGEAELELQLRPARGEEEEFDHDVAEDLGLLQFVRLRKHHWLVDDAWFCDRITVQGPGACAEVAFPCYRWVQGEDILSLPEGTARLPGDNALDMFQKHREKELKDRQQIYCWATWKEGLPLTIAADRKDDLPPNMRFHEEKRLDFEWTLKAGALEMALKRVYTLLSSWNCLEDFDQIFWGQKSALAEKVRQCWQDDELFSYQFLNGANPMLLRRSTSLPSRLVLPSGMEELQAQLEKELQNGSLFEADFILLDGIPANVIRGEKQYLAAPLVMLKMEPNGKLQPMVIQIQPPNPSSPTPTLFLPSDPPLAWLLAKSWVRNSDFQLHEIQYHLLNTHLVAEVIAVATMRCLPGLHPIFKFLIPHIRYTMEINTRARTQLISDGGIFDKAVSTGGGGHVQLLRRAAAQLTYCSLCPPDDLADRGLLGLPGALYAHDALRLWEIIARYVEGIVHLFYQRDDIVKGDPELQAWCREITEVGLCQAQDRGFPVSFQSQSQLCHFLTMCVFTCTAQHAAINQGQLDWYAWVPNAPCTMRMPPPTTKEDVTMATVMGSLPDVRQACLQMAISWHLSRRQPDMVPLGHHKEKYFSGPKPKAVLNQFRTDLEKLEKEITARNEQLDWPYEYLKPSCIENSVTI
#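 Purified human 12hLO (150 nM final) in 25 mM Hepes, 0.01% Triton X-100, pH 7.0 was preincubated 15 min at room temperature with compound. Then 40 uM arachidonic acid was added, 30 min. Hydroperoxide was read by Fe-XO absorbance ratio 573/405 nm.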
# * hit, by the source's call; u = inconclusive; [ ] = dose if it differs, or a comment. % is scaled to controls: 0 for no effect and ±100 for the full control effect; potency is read from the fitted curve at half-maximal effect.
SMILES,12-LOX inh
COCCN1C(=O)CS(=O)(=O)C12CCN(C(=O)c1ccc(OC)c(F)c1)CC2,19.0%
COc1ccc(OCc2nc(C)c(CCO)c(=O)n2CC(=O)Nc2cccc(C)c2C)cc1,-13.1%
Cc1ccc2cccc(NC(=O)COc3ccc(Cl)cc3)c2n1,41.9%[activator]
CCCCc1nn(CC(=O)N2CCNC(=O)C2)c(=O)n1CCc1ccccc1,31.4%[activator]
CC1Oc2ccc(NC(=O)c3c(F)cccc3F)cc2CN(Cc2ccc(Cl)cc2)C1=O (stereo not drawn),11.1%
Cc1ccccc1NC(=O)CSC1=NS(=O)(=O)c2ccccc2N1Cc1ccccc1,16.5%
O=C1[C@H]2CN(Cc3cc(Br)ccc3F)C[C@H]2C(=O)N1CCc1ccccc1,1.1%
O=C(COC(=O)c1nc(-c2ccccc2)n(-c2ccccc2)n1)Nc1cccc(Cl)c1,-0.6%
COCC1CN(C)CC12CCN(S(=O)(=O)Cc1ccc(F)cc1)CC2 (stereo not drawn),34.1%[activator]
Cc1ccc(S(=O)(=O)CCC(=O)OCC(=O)NC2CCCC2)cc1,3.1%
COc1ccccc1-c1nc(NCc2cnc(C)cn2)c2ccccc2n1,20µM*
O=C(CCn1cncn1)N1CCC(c2cc(-c3ccccc3Cl)n[nH]2)CC1,29.7%
O=C(NCc1csc(-c2ncccn2)n1)C1COc2ccccc2C1 (stereo not drawn),31.6%[activator]
O=C(Nc1ccc2oc(-c3cccnc3)nc2c1)c1cccc(OCc2ccccc2)c1,u
CN(Cc1cc(-c2ccccc2)n[nH]1)C(=O)c1cn(Cc2ccc(F)cc2Cl)nn1,21.0%
COCCNc1ncnc2c1CN(c1ccccc1F)C(=O)CN2C,24.1%
CSc1ccc(C2=NN(C(=O)C(C)C)C(c3ccc4nccnc4c3)C2)cc1 (stereo not drawn),-38.3%
Cc1ccc(C(=O)N2CCC(OC3CCN(C)CC3)CC2)s1,45.1%[activator]
O=C(Cc1cccc(F)c1)NCCC1CCN(C(=O)Nc2ccccc2F)CC1,4.3%
COC(=O)c1ccc2ccccc2c1OS(=O)(=O)c1ccc(S(C)(=O)=O)cc1,-6.4%
COC(=O)c1cccc(NC(=O)C23CC4CC(C2)CC(C(=O)Nc2cccc(C(=O)OC)c2)(C4)C3)c1,13.1%
O=Cc1ccc(Sc2ccccc2)o1,u
COC(=O)CCn1c(SC(C)C(=O)c2ccccc2)nc2ccccc2c1=O (stereo not drawn),u
COc1ccc(-c2cc(N3CCC(NC(=O)c4cccnc4)C3)n[nH]2)cc1 (stereo not drawn),29.6%
CCOc1cc(COC(=O)c2cccc(S(=O)(=O)N3CCOCC3)c2)ccc1OC(F)F,-19.9%
# Next section
SMILES,12-LOX inh
CCn1cc(C(=O)N2CCC3(CCCN(C)C3=O)C2)cn1 (stereo not drawn),6.7%
O=C(NC1CCc2n[nH]c(=O)n2CC1)c1ccoc1 (stereo not drawn),2.6%
NC(=O)[C@@H](Cc1ccccc1)NC(=O)[C@@]1(O)C[C@@H](O)[C@H](O)[C@@H](NC(=O)c2cccnc2)C1,-16.5%
COc1ccc(N2CCOC3CCN(CCCc4ccccc4)CC3C2=O)cc1 (stereo not drawn),u
CCOc1ccc(-c2ccnc(NC[C@@H]3CCCO3)n2)cc1C(=O)O,0.8%
O=C1C(n2ccc3ccccc32)c2cc(OC(F)(F)F)ccc2N1Cc1ccc(C(F)(F)F)cc1 (stereo not drawn),u
Clc1cccnc1SCc1cc(Cl)c2c(c1)OCCO2,u
CC(C)Cn1c(SC(C)C(=O)Nc2ccc3c(c2)OCO3)nc2cc(Cl)ccc2c1=O (stereo not drawn),1.4%
COC[C@@H]1CN(C(=O)c2ccc(OC)c(F)c2)C[C@H]1C(N)=O,18.3%
O=C(NCC1(N2CCOCC2)CCCCC1)c1ccc(NC(=O)c2cccs2)cc1,34.4%[activator]
O=C(/C=C/c1ccccc1)N1CCC(c2nc3ccccc3o2)CC1,-28.3%
CC(C)c1ccc(NC(=O)N[C@H]2CO[C@H]3[C@@H]2OC[C@H]3O)cc1,4.4%[176 µM]
O=C1CCCN1C1CCN(Cc2cccnc2)CC1,82.6%[activator][176 µM]
O=C(O)c1ccccc1C(=O)N1Cc2[nH]cnc2C[C@H]1c1nc(-c2ccc(C(F)(F)F)cc2)no1,45.7%[activator]
CN1C[C@H](NCC2CC2)CCC[C@@H](C(=O)NCc2cc(F)cc(F)c2)CC1=O,14.5%[176 µM]
CCCc1cc(=O)n2c(C(=O)Nc3ccc(C)c(C)c3)c(C(=O)Nc3ccccc3)sc2n1,-13.6%
O=C(c1cc(-c2ccco2)[nH]n1)N1CCN(c2ccc(N3CCOCC3)nn2)CC1,u
COC(=O)C1=C(N)OC2=C(C(=O)CC(C)(C)C2)C1c1ccc(Cl)cc1Cl (stereo not drawn),-28.8%
Cc1cccc2cc(CNCCCN3CCCC3=O)c(N3CCN4CCCC4C3)nc12 (stereo not drawn),25.1%
Cn1c(CNC(=O)C23CCCC=C2N(C2CCCC2)C(=O)CC3)nc2ccccc21 (stereo not drawn),81.3%[activator]
O=C(COC(=O)c1cc([N+](=O)[O-])ccc1Cl)c1cc2ccccc2o1,39.8µM*
COCCN1CCN(c2nc(-c3cccs3)nc3scc(-c4ccccc4)c23)CC1,-10.6%
Cn1c(=O)c2c(nc(Oc3ccc4c(c3)OCO4)n2Cc2cccc(F)c2)n(C)c1=O,10.3%
O=C(N[C@@H]1CN(Cc2c(F)cccc2F)C[C@H]1CO)c1cccnc1,24.1%
Cc1cnc(C(=O)NC2C[C@H]3CC[C@@H](C2)N3C(=O)c2cc(F)ccc2F)cn1 (stereo partly drawn),23.3%

# Entries listed above that bear a hit mark in 12-LOX inh:
SMILES,12-LOX inh
COc1ccccc1-c1nc(NCc2cnc(C)cn2)c2ccccc2n1,20µM*
O=C(COC(=O)c1cc([N+](=O)[O-])ccc1Cl)c1cc2ccccc2o1,39.8µM*

# (continued)
SMILES,12-LOX inh
O=C(CSc1ccc(Br)cc1)c1ccc(C2CCCCC2)cc1,u
CC1CCC(NC(=O)c2cc(Sc3ccccc3Cl)nc3ccccc23)CC1 (stereo not drawn),-26.6%
CC(=O)c1cc2c(cc1NC(=O)CSc1nnc(C3CC3)n1C1CC1)OCO2,u
COc1ccc(C[C@H](NC(=O)[C@@H]2C[C@H](NC(=O)Nc3cccc(SC)c3)CN2C(=O)CC(C)(C)C)C(N)=O)cc1,u
CSC(=S)NN=C1CCCCC1,u
CCOC(=O)NC(CNC(=O)c1cc(C)ccc1C)CC(C)C (stereo not drawn),-3.4%
CN1CC(=O)N(c2ccccc2)Cc2c1ncnc2N1CCc2ccccc2C1,31.6µM*
O=C(NCCc1ccccn1)C1CC12CCN(C(=O)c1cccc(C(F)(F)F)c1)CC2 (stereo not drawn),31.7%[activator]
N#Cc1cccc(-c2ccc3c(c2)COCC(=O)N3CCN2CCOCC2)c1,u
CC(C)(C)c1ccc(-c2nnc(SCC(=O)NCc3cccs3)n2Cc2ccco2)cc1,-24.8%
Cn1nccc1C(=O)N1CCCN(Cc2ccncc2)C(c2ccccc2)CC(=O)NCC1 (stereo not drawn),43.4%[activator]
O=C(Cn1cccc1-c1nc(-c2ccc(F)cc2)no1)Nc1ccc(F)c(F)c1,-2.2%
CCOc1ccc(N(Cc2cc3cc(C)ccc3[nH]c2=O)C(=O)c2cccc(OC)c2)cc1,-9.5%
CCOC(=O)C(C)(C)CC#CCN(CC#Cc1ccccc1)S(=O)(=O)c1ccc(C)cc1,-19.0%
CC[C@H]1COCCN1C(=O)c1csc(Cc2ccccc2)n1,19.3%
COc1ccccc1NS(=O)(=O)c1cc(-c2c(C)nn3c2NC(=O)CCC3=O)ccc1C,u
CN(C)CCN1CC2(CCN(C(=O)Cc3c[nH]c(=O)[nH]c3=O)CC2)OC1=O,6.2%
COC1CCC12CCN(C(=O)C1CCOCC1)CC2 (stereo not drawn),11.8%
O=C(CN1C(=O)NC2(CCCC2)C1=O)Nc1cc(Cl)cc2cccnc12,u
CN1CCOc2c(C(=O)NCCc3cnc[nH]3)cc(-c3cccc4[nH]ccc34)cc21,48.4%[activator][176 µM]
C=CCNc1nc2c(c(=O)n(C)c(=O)n2C)n1Cc1ccccc1Cl,u
CCc1ccc(NC(=O)Cn2c(-c3ccc(F)cc3)cc(C(C)=O)c2C)cc1,18.0%
O=C1NC2(CN(C(=O)Cc3ccccc3)C2)Oc2ccccc21,21.2%[176 µM]
COCCO[C@H]1C(=O)N(C2CCN(S(=O)(=O)c3cn(C)cn3)CC2)[C@H]1c1ccncc1,10.5%
Cc1ccc(-c2ccc3nnc(CNC(=O)c4ccc(Cl)cc4)n3n2)cc1,u

# In a second layout: 3 of the compounds above
12-LOX inh | canonical_smiles
u | CSC(=S)NN=C1CCCCC1
-3.4% | CCOC(=O)NC(CNC(=O)c1cc(C)ccc1C)CC(C)C (stereo not drawn)
31.6µM* | CN1CC(=O)N(c2ccccc2)Cc2c1ncnc2N1CCc2ccccc2C1

# Continuation:
SMILES,12-LOX inh
CCOCCNc1ncnc2c1CN(c1ccc(C)cc1)C(=O)CN2C,-2.6%
N#Cc1ccc(CN2CCC3(CC2)NC(=O)c2ccccc2O3)cc1,u
CCCNC(=O)c1cc(-c2ccc(Cl)cc2)nc2ccccc12,-52.3%
Cc1cc2nc(-c3cc4ccccc4[nH]3)c(=O)n(/C=C(/c3ccccc3)n3c(=O)[nH]c4ccccc43)c2cc1C,4.7%
CC1(C)CC(N=Cc2ccccc2O)CC(C)(C)N1,u
CS(=O)(=O)N(CC(=O)Nc1ccc(F)c(Cl)c1)Cc1ccccc1,-23.6%
CC(C)CN1CCN(C(=O)CCC[C@@H]2[C@H]3CCCN4CCC[C@@H](CN2C(=O)c2cccnc2)[C@@H]34)CC1,45.0%[activator]
O=C(Nc1cccc(F)c1)c1ccc2c(c1)CCC2,u
CN1CC(=O)N(C2CCCNCC2)Cc2c(NCc3ccccn3)ncnc21 (stereo not drawn),u
Cc1ccc(-c2nc3ccc(C(=O)N4CCC(CC(=O)NCCN5CCOCC5)CC4)cc3o2)cc1,-1.7%
CCCCCn1c(N2CCOCC2)nc2c1c(=O)[nH]c(=O)n2C,15.6%
COc1ccc(CN(C(=O)c2ccco2)c2ccc(CC(=O)NCCc3ccccc3)cc2)cc1,u
CN(Cc1ccccc1N1CCCC1)C(=O)c1nn(C)c(=O)c2ccccc12,-17.0%
Cn1ccnc1C(=O)N1C[C@@H](Oc2ccccc2)C[C@H]1C(=O)NC1CC1,17.7%
CCCCCCCC(=O)NCCCNC(=O)CCCCCCC,5.2%
CCC1=C(C(=O)OC)C(c2ccccc2)N2C(CC(=O)NCc3cccc(F)c3)=CSC2=N1 (stereo not drawn),-6.7%
CC(C)C(Oc1ccccc1)C(=O)N1CCc2c(ncnc2N(C)C)C1 (stereo not drawn),54.3%[activator]
COc1ccc(-c2cnc3n[nH]c(-c4ccc(F)cc4C)c3n2)cc1,38.5%[activator][176 µM]
CCc1cc(CC)n(-c2nc3c(c(=O)n(CC(N)=O)c(=O)n3C)n2C)n1,24.1%
O=C(CN(c1ccccc1F)S(=O)(=O)c1ccccc1)Nc1ccccc1,11.4%
Cc1cc(CNS(=O)(=O)c2ccc3c(c2)CCN(C(=O)C(O)C(C)C)C3)no1 (stereo not drawn),5.0%
Cc1cc(C(=O)N2CCC3(CC(=O)NC3=O)C2)c(-c2ccccc2)o1 (stereo not drawn),56.6%[activator]
CN(Cc1ccc(F)cc1)C(=O)Cn1nc(C(N)=O)c2ccccc2c1=O,u
O=C(NC1CC1)c1nc(-c2cccc(C(F)(F)F)c2)c2ccccn12,u
O=C1NC(=O)C(=Cc2ccc3c(c2)OC(F)(F)O3)S1,-23.7%[57.4 µM]

# A different layout for part of the listing above.
Compound | 12-LOX inh
N#Cc1ccc(CN2CCC3(CC2)NC(=O)c2ccccc2O3)cc1 | u
CCCNC(=O)c1cc(-c2ccc(Cl)cc2)nc2ccccc12 | -52.3%
Cc1cc2nc(-c3cc4ccccc4[nH]3)c(=O)n(/C=C(/c3ccccc3)n3c(=O)[nH]c4ccccc43)c2cc1C | 4.7%
CC1(C)CC(N=Cc2ccccc2O)CC(C)(C)N1 | u
CS(=O)(=O)N(CC(=O)Nc1ccc(F)c(Cl)c1)Cc1ccccc1 | -23.6%
CC(C)CN1CCN(C(=O)CCC[C@@H]2[C@H]3CCCN4CCC[C@@H](CN2C(=O)c2cccnc2)[C@@H]34)CC1 | 45.0%[activator]

# Further compounds:
SMILES,12-LOX inh
COc1ccc(/C=C/c2cc(C(=O)O)c3ccccc3n2)cc1OC,17.8µM*
CCNc1ccc2oc3ccccc3c2c1,u
Cc1ccc(CN2C(=O)[C@@H]3C[C@@H](O)CN3C3(CN(Cc4ccncc4)C3)C2=O)o1,39.5%[176 µM]
CCN(CC)Cc1cc(C(=O)N2Cc3[nH]cnc3CC2C(=O)O)c(C)o1 (stereo not drawn),u
Cn1ncc(CN2CC[C@@H]3[C@@H](CCC(=O)N3CCCN)C2)c1C1CC1,u
CC(=O)Nc1ccc(S(=O)(=O)N2C[C@@H]3C[C@H](C2)c2c(-c4ccc(OC(F)(F)F)cc4)ccc(=O)n2C3)cc1,21.7%
COc1ccccc1-c1ccc2ncnc(N3CCN(C)CC3)c2c1,-14.3%
COc1cc(CN2CCCC2c2cc(C(C)C)on2)cc(OC)c1OC (stereo not drawn),3.8%
Cc1cc(C(F)(F)F)nn1CC(=O)NCC(=O)N1CCCCCNC(=O)CC1c1ccccc1 (stereo not drawn),36.0%[activator]
Cc1ccc(F)cc1NC(=O)CCc1ncc(-c2ccc(F)cc2)o1,-3.1%
O=C(CCC1CCCC1)Nc1cccc2ncccc12,6.6%
CC(C)c1ccc(C#N)c(N2CC[C@H](N3CCOCC3)[C@H](CCCO)C2)n1,58.5%[activator]
COc1ccc(Cn2c(C3CCN(C(=O)c4ccccc4OC)CC3)n[nH]c2=O)cc1,-7.9%
COc1cc(OC)cc(C(=O)Nc2cccc(-c3nnc4n3CCCC4)c2)c1,13.4%

# A portion of the library; count on the stated rates, not on these rows.
